# Bioassay records deposited in PubChem BioAssay by several laboratories.
# Candida biofilm: kills Candida albicans biofilms. C. albicans biofilm + clotrimazole, Alamar Blue. inhibition, % at 6 µM. 85,000 compounds, 0.14% hits;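 active = inhibition above 20%; inactive = inhibition below 20%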;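 note: preformed 24 hr biofilms exposed to compound for 48 hr; 0% = biofilm without compound and 100% = blank killed by clotrimazole plus chlorhexidine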
# HUVEC tox TNFa: toxic to HUVEC cells under TNF alpha stimulation. 93,000 compounds, 0.17% hits. HUVEC TNFalpha-stimulated, Hoechst cell count, imaging. cell count reduction, % at 2 µM. AID 848;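 active = cell count reduction exceeding the screen mean by over 5 SD, scaled to untreated wells per plate, cut at about 78% in these data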;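 note: cells counted after 24 h of TNF alpha exposure following the 1 h pretreatment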
# VCAM1 TNFa inh: reduces TNF alpha induced VCAM1 expression in HUVEC | inhibition, % at 2 µM | 95,000 compounds, 0.48% hits | AID 802 | HUVEC TNFa-induced VCAM-1 immunofluorescence, high-content imaging;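 active = inhibition above the batch mean plus 3 SD, with images confirmed as a hit by eye, cut at about 37% in these data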;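 note: 0% = TNF-stimulated DMSO wells and 100% = unstimulated control wells; not every result past the cut was called active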
# HUVEC tox IL1B: toxic to HUVEC cells under IL-1B stimulation; HUVEC cell count loss, Hoechst imaging, IL-1B stimulated; cell count reduction, % at 2 µM; 94,000 compounds, 0.41% hits; AID 845;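 active = cell count reduction more than 3 SD above the screen-wide mean, cut at about 70% in these data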;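 note: normalized per plate to untreated control cells as the no-loss baseline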
# F-actin modifier: cytoskeleton assembly modification. HUVEC TNFa F-actin phalloidin imaging, high content. inhibition, % at 2 µM. 91,000 compounds, 0.18% hits;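 active = inhibition above the batch mean plus 3 SD and confirmed as a hit by visual image inspection, cut at about 30% in these data, passing the limit was not always enough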; note: strong numbers were not always called active
# DAT uptake mod: changed human dopamine transporter uptake under cocaine IC80; LLC-PK1 hDAT cells, [14C]-dopamine uptake with cocaine IC80; actives deviate in either direction; Q01959; 110,000 compounds, 1.3% hits; B-score at 10 µM;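 active = Z score or B-score, a plate-position-corrected score, falls beyond the plate's 99.7% confidence bounds, in either direction; inactive = both scores lie inside the 99.7% bounds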;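 note: scored against the spread of the other compound wells on the same plate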
# Target sequence (Q01959 whole entry, looked up): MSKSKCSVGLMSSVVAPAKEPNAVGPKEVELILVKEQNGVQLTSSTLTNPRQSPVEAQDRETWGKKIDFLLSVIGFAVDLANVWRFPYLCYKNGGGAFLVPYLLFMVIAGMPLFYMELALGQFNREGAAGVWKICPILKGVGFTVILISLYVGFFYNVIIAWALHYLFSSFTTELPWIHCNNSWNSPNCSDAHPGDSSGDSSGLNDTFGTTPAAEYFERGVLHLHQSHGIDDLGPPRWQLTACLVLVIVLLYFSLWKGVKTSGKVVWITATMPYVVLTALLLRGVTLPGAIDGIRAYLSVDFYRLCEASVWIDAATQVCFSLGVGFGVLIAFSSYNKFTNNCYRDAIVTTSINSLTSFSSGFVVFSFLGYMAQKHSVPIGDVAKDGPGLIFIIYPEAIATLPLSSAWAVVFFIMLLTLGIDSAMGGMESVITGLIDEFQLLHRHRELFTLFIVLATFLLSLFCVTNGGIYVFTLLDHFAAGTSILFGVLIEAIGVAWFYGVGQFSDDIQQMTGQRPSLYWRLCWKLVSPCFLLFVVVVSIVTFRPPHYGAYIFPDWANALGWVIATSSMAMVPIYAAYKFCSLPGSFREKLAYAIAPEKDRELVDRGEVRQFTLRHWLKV
# Smad3 inh: Smad3 (human) transcription factor binding inhibition; P84022; 88,000 compounds, 0.29% hits; inhibition, % at 25 µM; TR-FRET Smad3/Dy647-FoxH1 peptide binding, europium anti-His;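 active = compounds that reduce the energy-transfer binding signal between the protein and its labelled peptide by more than half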;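 note: 0% = Smad3 plus labelled peptide maximal FRET and 100% = peptide-only background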
# Target sequence (P84022 whole entry, looked up): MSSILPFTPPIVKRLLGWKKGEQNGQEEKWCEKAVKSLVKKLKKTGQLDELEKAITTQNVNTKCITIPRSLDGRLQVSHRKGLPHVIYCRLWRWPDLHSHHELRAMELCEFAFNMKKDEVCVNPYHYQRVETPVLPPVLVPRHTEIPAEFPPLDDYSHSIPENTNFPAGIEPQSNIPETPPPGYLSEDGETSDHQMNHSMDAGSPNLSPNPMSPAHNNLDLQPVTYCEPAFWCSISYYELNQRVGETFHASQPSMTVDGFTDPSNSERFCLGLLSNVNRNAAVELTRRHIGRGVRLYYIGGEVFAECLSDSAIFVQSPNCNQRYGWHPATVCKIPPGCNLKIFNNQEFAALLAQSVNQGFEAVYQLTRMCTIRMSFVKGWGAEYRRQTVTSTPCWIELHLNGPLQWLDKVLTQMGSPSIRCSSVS
# LYP inh 2: LYP (human) phosphatase inhibition; recombinant LYP catalytic domain, DiFMUP fluorescence; inhibition, % at 2 µM; 96,000 compounds, 0.21% hits; AID 640;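 active = inhibition at 2 µM at or above a set limit, the screen mean plus 3 SD, cut at about 24% in these data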;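 note: 0% = DMSO with enzyme and 100% = enzyme fully blocked by orthovanadate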
# MT1-MMP txn act: activates MT1-MMP transcription | HT1080 MT1-MMP promoter luciferase reporter, luminescence, overnight; hits give high values | activation factor at 10 µM | AID 750 | 86,000 compounds, 0.16% hits;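 active = activation factor of at least 2 for MT1-MMP transcription at 10 µM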
# * = called active by the depositor; x = no result given; [ ] = another dose, or the depositor's remark. This is a subset (hit frequency here may not be typical).
SMILES,Candida biofilm,HUVEC tox TNFa,VCAM1 TNFa inh,HUVEC tox IL1B,F-actin modifier,DAT uptake mod,Smad3 inh,LYP inh 2,MT1-MMP txn act
CCOc1ccc(OCC)c(NC(=O)CSc2nc3ccccc3c(=O)n2C)c1,-2,-7,-11,-15,9,-1.3,-5,-4,1.1
CC(=O)OCC(OC(C)=O)C(OC(C)=O)C(OC(C)=O)C(=O)Nc1ccc(C)cc1 (stereo unspecified),9,-15,12,-8,-12,-0.5,6[fluorescence artefact?],10,1.1
O=C(CSc1ccc2nnc(-c3cccnc3)n2n1)NCc1ccc2c(c1)OCO2,x,-16,4,-14,1,-0.42,x,4,1.1
Clc1ccccc1OCc1nc(-c2ccncc2)no1,3,x,x,-30,x,0.89,-1,0,1.5
Cc1ccc(NC(=O)C2CC(=O)n3ncnc3N2)cc1 (stereo unspecified),5,-15,8,-2,-3,0.4,18[fluorescence artefact?],4,1.1
O=C(O)c1cccc(CSc2nnc(-c3ccco3)o2)c1,1,-32,-4,-118,9,0.3,8,-25,0.9
O=C1CCCCCC1C1(O)C(=O)Nc2ccc(Br)cc21 (stereo unspecified),x,-1,7,-28,-6,-0.065,x,-4,1.1
Cc1nc2sc(-c3ccccc3)cc2c(=O)[nH]1,1,-4,-4,16,-8,0.2,6,0,0.5
CCn1c(SCC(N)=O)nnc1-c1ccc2[nH]c(C)c(C)c2c1,10,-14,31,-6,7,-0.88,1,-5,1
Cc1nc(N)nc2c1CCCC2,1,32,19,17,-18,0.73,11,-5,x
CC(=O)/C(C(=N)N1CCN(C(c2ccccc2)c2ccccc2)CC1)=C(\C)O,4,-29,-6,2,0,-0.26,2,12,1.3
Cc1cccc(N2CCN(C(=O)CS(=O)(=O)Cc3nc(-c4ccccc4F)oc3C)CC2C)c1 (stereo unspecified),11,x,x,x,x,1.7,-7,x,1
Cc1ccc(SCC(=O)NCCCN2CCOCC2)cc1,4,-30,5,-7,4,-0.1,3,-2,1
O=C(Cc1ccc(Br)cc1)N1CCN(c2ccccc2)CC1,2,-1,-10,10,-9,-0.0091,-8,4,1.1
N#C/C(=C\c1cn[nH]c1-c1ccccc1)C(=O)NC1CCCCCC1,x,-6,-15,2,x,2.1,x,-6,x
COCCCNC(=O)CC(NS(=O)(=O)c1ccc(Cl)cc1)c1ccc(OC)cc1 (stereo unspecified),8,-9,7,x,-7,-0.83,-2,-10,1.1
CSc1nc(-c2ccccc2)nc(SC)c1C(C)=O,-2,-7,9,64,0,-0.55,12,1,1
O=C(NCc1cccs1)c1cccnc1C(=O)O,3,-11,-11,-15,-17,-0.72,0,-4,1.2
Clc1ccc2oc(-c3cccnc3NCc3ccccc3)nc2c1,x,4,-11,0,16,-0.84,x,12,x
Cc1cccc(OCCSc2cc(C)nc(N)n2)c1,8,x,x,x,x,0.49,7,x,1.2
CC(=O)OC(C(=O)NC1CCCCC1)c1ccncc1 (stereo unspecified),7,-20,-8,-67,21,0.0077,6,-5,1
COC(=O)C1=C(C)C(c2ccc(OC)cc2OC)NC(=O)N1 (stereo unspecified),x,-36,-18,22,21,-0.54,-8,-8,1
Cc1cc(OCC(=O)Nc2ccc3c(c2)OCCO3)cc(C)c1Cl,3,-20,7,4,12,-0.46,21[fluorescence artefact?],3,1.2
CC(=O)/C(=N/Nc1cccc(Cl)c1)N1CCOCC1,x,-7,9,-13,-12,-0.69,x,-34,x
Clc1ccc(OCCOCCN2CCCCC2)c(Br)c1,x,-25,14,-44,-9,-0.68,x,-18,x
# The list goes on.
SMILES,Candida biofilm,HUVEC tox TNFa,VCAM1 TNFa inh,HUVEC tox IL1B,F-actin modifier,DAT uptake mod,Smad3 inh,LYP inh 2,MT1-MMP txn act
O=C(Cn1cnc2c(oc3ccccc32)c1=O)NCc1ccco1,x,-24,-70,-2,0,1.3,x,-3,1.5
Cc1ccc(OC(C)C(=O)N2CCc3ccccc32)cc1 (stereo unspecified),7,-7,12,-51,12,0.33,-2,7,1.1
Cc1cc(C)c(CSc2ncc(-c3ccc([N+](=O)[O-])cc3)[nH]2)c(C)c1,x,-14,-27,32,0,0.99,x,4,x
NC1=NC(=O)C(Cc2cc(Cl)ccc2Cl)S1 (stereo unspecified),x,-8,10,-40,11,-0.014,x,-7,x
O=C(Nc1ccc(S(=O)(=O)N2CCOCC2)cc1)c1cccs1,5,x,x,-18,x,0.4,2,3,1
CCOC(=O)c1oc2ccc(CNC(C)(C)C)c(Cl)c2c1C,-3,2,16,-19,-9,-0.026,-12[fluorescence artefact?],-10,1.3
CCn1c(COc2ccccc2C)nnc1SCC(=O)CC(=O)Nc1ccccc1,5,-4,24,11,-3,1.8,4,-4,1.1
COCCCNC(=O)c1ccccc1SC,-1,4,-1,-1,-12,-1.1,12[fluorescence artefact?],-17,1.1
CCn1nnnc1SCC(=O)c1cc(OC)ccc1OC,5,x,x,x,x,0.0018,-1,x,1.1
Cc1ccc(C)c2[nH]c(=O)c(CN(CCN3CCOCC3)Cc3nnnn3CC3CCCO3)cc12 (stereo unspecified),11,-13,-7,8,-19,0.0012,7,0,1.2
O=C(Cc1ncc(C(F)(F)F)cc1Cl)N1CCN(c2ccc(F)cc2)CC1,x,-14,10,-8,-40,-0.017,x,-3,x
Cc1nc(-c2ccccn2)sc1C(=O)Nc1ccc(F)cc1,x,-13,-13,14,-17,0.098,x,11,x
Cc1cc(C)n(C(=O)CSc2nnc(SCC(=O)n3nc(C)cc3C)s2)n1,4,-18,1,-20,5,0.11,23[fluorescence artefact?],1,1
COc1cc(OC)cc(C(=O)NCCN2CCOCC2)c1,-1,-15,1,3,4,-0.063,-23,-3,1.1
O=C(c1cccnc1)N1CCN(C(=O)c2cccs2)CC1,6,-10,18,20,-2,-0.22,-6[fluorescence artefact?],1,1
COc1ccc(Br)cc1CNc1ccc(O)cc1,x,-13,24,-3,4,-0.43,-6,0,1.1
O=C(Cn1c(=O)oc2cc(S(=O)(=O)N3CCCC3)ccc21)N1CCN(c2ccccn2)CC1,12,x,x,x,x,-0.081,3[fluorescence artefact?],x,1
O=C(O)CC(NC(=O)c1ccccc1NC(=O)c1ccccc1)C(=O)O (stereo unspecified),x,-16,7,-2,-11,-0.093,x,-3,1
Cc1ccc(Nc2nc(N)nc(CSc3nncn3C)n2)cc1,7,-16,0,24,19,-0.63,-11,10,1.4
Cc1ccc(Cl)cc1N1CCN(C(=O)Cc2c(C(=O)O)[nH]c3ccccc23)CC1,3,-5,-8,-89,-16,2.3,-2,-7,1.8
O=S(=O)(c1cccs1)N1CN(Cc2ccc(Cl)cc2)c2nc3ccccc3nc21,x,-6,-9,15,-33,0.26,x,6,x
Cc1ccc(C(=O)CC(=O)c2cccc(F)c2)c(O)c1,x,3,5,10,-12,0.061,x,-10,x
C/C(CC(=O)Nc1ccc(OCc2ccccc2)cc1)=N\NC(=O)C(=O)Nc1ccc(C)c(Cl)c1,x,7,-3,-7,-34,-0.19,x,6,x
COc1ccc(OC)c(-n2nnnc2SCC(=O)Nc2nc(C)c(C)s2)c1,3,-49,-17,-21,15,0.44,1,-14,1
C=CCSc1nc(C)c(CC(=O)OCCCC)c(=O)[nH]1,1,x,x,x,x,-0.99,3,x,1.1
# Following part.
SMILES,Candida biofilm,HUVEC tox TNFa,VCAM1 TNFa inh,HUVEC tox IL1B,F-actin modifier,DAT uptake mod,Smad3 inh,LYP inh 2,MT1-MMP txn act
CCc1ccc(-c2c(C)sc(NC(C)=O)c2C(N)=O)cc1,x,-10,-27,-14,-17,1.1,x,12,x
CCOC(=O)c1c(NC(=O)CSc2nnnn2-c2ccc3c(c2)OCO3)sc(C)c1C,2,-1,1,-5,-5,-1.1,12,14,1.2
COc1cc2c(cc1NC(=S)Nc1ccccc1C)oc1ccccc12,4,-2,6,-4,-10,-1.8,9,-6,1.2
CC1(C)NC(=O)N(CCOCCOc2ccc3ccccc3c2Br)C1=O,5,-27,11,-7,-14,-0.031,15,7,1.5
O=C(O)C1C2C=CC(C2)C1C(=O)OC1CC2CCC1C2 (stereo unspecified),6,16,-4,13,-7,0.015,14,-8,1.1
CC(=O)N(c1ccc(N(C(C)=O)S(=O)(=O)c2cccs2)cc1)S(=O)(=O)c1cccs1,4,18,-18,25,-11,0.63,10,7,1
CC(=O)NC(CCS(C)(=O)=O)C(=O)Nc1cc(C)ccc1C (stereo unspecified),3,x,x,x,x,-1.5,7,x,1
CCCc1cc2c(=O)c(-c3ccc4c(c3)OCCO4)coc2cc1OC(=O)c1ccco1,11,-12,11,-11,0,-0.6,9,7,1.3
COC(=O)c1sc(N2C(=O)c3oc4ccccc4c(=O)c3C2c2cccs2)nc1C (stereo unspecified),x,13,10,-54,-4,1.3,x,9,1.3
COc1ccc(N2CCN(C(c3cccs3)C(C)NC(=O)c3ccco3)CC2)cc1 (stereo unspecified),7,7,2,-20,-21,-0.72,5,6,1.3
C[C@H](N)c1nnc(SCC(=O)c2ccc(Cl)cc2)o1,5,-2,1,-2,-2,-1.3,-12,9,1.1
O=C(NC1CCCCC1)NC1CC2CCCC(C1)N2C1CCCC1 (stereo unspecified),4,-3,2,-6,-2,0.31,-7,13,1.1
O=C1CCCC2=C1C(O)(C(F)(F)F)C(=O)N2Cc1ccccc1 (stereo unspecified),x,10,11,-24,15,-0.36,x,3,1.2
COc1ccc(C2SCCN2S(=O)(=O)c2ccccc2)cc1OC (stereo unspecified),-3,-10,-3,-20,4,-0.67,-12,4,1.2
CCCC(=O)Nc1cc(-c2cn3cccnc3n2)ccc1OC,x,9,-21,20,-22,-0.096,x,10,1.2
COc1ccc(N2CCN(C(=O)CN(Cc3ccccc3)S(C)(=O)=O)CC2)cc1,4,-16,17,-71,6,0.11,7,-9,1.2

# Filtered by structure: the compounds so far containing a thiophene ring, fused or not.
SMILES,Candida biofilm,HUVEC tox TNFa,VCAM1 TNFa inh,HUVEC tox IL1B,F-actin modifier,DAT uptake mod,Smad3 inh,LYP inh 2,MT1-MMP txn act
Cc1nc2sc(-c3ccccc3)cc2c(=O)[nH]1,1,-4,-4,16,-8,0.2,6,0,0.5
O=C(NCc1cccs1)c1cccnc1C(=O)O,3,-11,-11,-15,-17,-0.72,0,-4,1.2
O=C(Nc1ccc(S(=O)(=O)N2CCOCC2)cc1)c1cccs1,5,x,x,-18,x,0.4,2,3,1
O=C(c1cccnc1)N1CCN(C(=O)c2cccs2)CC1,6,-10,18,20,-2,-0.22,-6[fluorescence artefact?],1,1
O=S(=O)(c1cccs1)N1CN(Cc2ccc(Cl)cc2)c2nc3ccccc3nc21,x,-6,-9,15,-33,0.26,x,6,x
CCc1ccc(-c2c(C)sc(NC(C)=O)c2C(N)=O)cc1,x,-10,-27,-14,-17,1.1,x,12,x
CCOC(=O)c1c(NC(=O)CSc2nnnn2-c2ccc3c(c2)OCO3)sc(C)c1C,2,-1,1,-5,-5,-1.1,12,14,1.2
CC(=O)N(c1ccc(N(C(C)=O)S(=O)(=O)c2cccs2)cc1)S(=O)(=O)c1cccs1,4,18,-18,25,-11,0.63,10,7,1
COC(=O)c1sc(N2C(=O)c3oc4ccccc4c(=O)c3C2c2cccs2)nc1C (stereo unspecified),x,13,10,-54,-4,1.3,x,9,1.3
COc1ccc(N2CCN(C(c3cccs3)C(C)NC(=O)c3ccco3)CC2)cc1 (stereo unspecified),7,7,2,-20,-21,-0.72,5,6,1.3
